GPR7 antagonist – GPR7 receptor antagonists, primary screen, cell-based, fluorescence, single concentration. Neuropeptides B/W receptor type 1 (Homo sapiens), P48145. GPR7-expressing cells, fluorescence antagonist assay. inhibition, % at 4.4 µM. 290,000 compounds, 1.1% hits. AID 1861, 2009; in the data active = inhibition above about 16%, passing the limit was not always enough;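 note: cells stimulated with the agonist NPW; 0% = agonist with vehicle and 100% = vehicle without agonist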
Target sequence (P48145 whole entry, looked up): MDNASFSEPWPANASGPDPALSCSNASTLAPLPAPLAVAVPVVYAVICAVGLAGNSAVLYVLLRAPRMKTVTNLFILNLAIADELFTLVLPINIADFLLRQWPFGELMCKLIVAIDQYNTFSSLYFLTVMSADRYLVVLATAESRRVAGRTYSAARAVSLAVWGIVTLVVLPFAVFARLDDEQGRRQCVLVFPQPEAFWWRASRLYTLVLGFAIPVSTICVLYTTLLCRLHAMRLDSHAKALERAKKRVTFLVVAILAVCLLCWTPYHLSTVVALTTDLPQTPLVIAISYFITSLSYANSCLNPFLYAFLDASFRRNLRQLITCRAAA
M1 PAM parental – nonselective calcium activators in parental CHO-K1 cells, primary screen, counter-screen for M1 PAM project, cell-based, Fluo-8 calcium fluorescence, full deck, 1536-well; 360,000 compounds, 0.02% hits; activation, % at 3 µM; ATP EC20; 0% at ATP EC20, 100% at ATP max; AID 602247, 2012;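 active = activation above the run cutoff, the mean activation of all test compounds plus 3 SD, cut at about 40% in these data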;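 note: peak over basal fluorescence ratio in a 140 s read after ATP addition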
CHO-K1 Ca antag – M1 antagonist counterscreen hit in parental CHO-K1 cells; 360,000 compounds, 0.6% hits; inhibition, % at 3 µM; ATP-induced calcium, Fluo-8 fluorescence;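 active = inhibition above a per-plate cutoff, the plate's mean sample inhibition plus 3 SD, cut at about 24% in these data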;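 note: 0% = DMSO plus EC80 ATP and 100% = DMSO alone without ATP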
OXTR potentiate – human OXTR potentiators, primary screen, fluorescence, CHO-OTR cells, Fluo-8 calcium | Oxytocin receptor (Homo sapiens), P30559 | Fluo-8 calcium fluorescence, potentiator mode; 0% = oxytocin EC15, 100% = EC100 | activation, % at 3 µM | 320,000 compounds, 0.061% hits | AID 2445, 2010;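 active = activation above that plate's cutoff, the mean activation of tested compounds plus 3 SD, cut at about 6.6% in these data, passing the limit was not always enough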;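 note: 100% uses oxytocin at 75 nM as the full agonist control; some results filed as inactive read as strong as hits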
Target sequence (P30559 whole entry, looked up): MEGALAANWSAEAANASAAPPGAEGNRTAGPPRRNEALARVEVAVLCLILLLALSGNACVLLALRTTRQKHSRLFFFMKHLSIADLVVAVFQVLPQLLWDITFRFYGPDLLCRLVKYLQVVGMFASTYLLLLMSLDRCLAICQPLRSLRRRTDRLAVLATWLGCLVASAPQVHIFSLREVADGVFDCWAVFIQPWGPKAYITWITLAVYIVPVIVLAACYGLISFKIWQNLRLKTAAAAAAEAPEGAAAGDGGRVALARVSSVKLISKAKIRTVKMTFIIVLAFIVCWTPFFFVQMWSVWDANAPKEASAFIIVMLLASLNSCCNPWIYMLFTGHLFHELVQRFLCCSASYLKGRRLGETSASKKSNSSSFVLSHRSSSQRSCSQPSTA
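assay system = CHO-OTR cells, human receptor | schedule = compound 6 min at room temperature before oxytocin, 100 s read | detection = Fluo-8 intracellular calcium fluorescence, ex 470-495, em 515-575 nm | evaluation = normalized max/min fluorescence ratio, % activation | control set = EC15 oxytocin alone as 0%, 75 nM oxytocin (EC100) as 100%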
M1 ag parental – counter-screen for M1 agonists: effect in parental CHO-K1 cells; activation, % at 3 µM; 360,000 compounds, 0.48% hits; Fluo-8 calcium fluorescence; scaled to maximal ATP response, vehicle zero; AID 602248, 2012; in the data active = activation above about 15%;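 note: untransfected CHO-K1 host cells lacking M1 receptor as counterscreen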
OXTR ag – human OXTR agonists, primary screen, fluorescence, CHO-OTR cells, Fluo-8 calcium | Oxytocin receptor (Homo sapiens), P30559 | AID 2435, 2010 | Fluo-8 calcium fluorescence; normalized: DMSO 0%, oxytocin 100% | 320,000 compounds, 0.32% hits | activation, % at 3 µM;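 active = activation above the mean of all tested compounds plus 3 SD, cutoff set per screening run, cut at about 20% in these data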;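 note: peak over basal fluorescence ratio from a 100 s FLIPR kinetic read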
CHO parental Ca – ATP-evoked calcium signal inhibitors, parental CHO, primary screen, counter-screen for OX1R antagonist project, cell-based, fluorescence, Fluo-8 calcium dye. parental CHO-K1, ATP-induced calcium, Fluo-8 fluorescence. inhibition, % at 5.6 µM. 330,000 compounds, 0.63% hits. AID 463079, 2010;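 active = inhibition above that plate's mean sample inhibition plus 3 SD, cut at about 26% in these data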;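 note: 0% = ATP-challenged DMSO wells and 100% = DMSO wells without ATP; some compounds past the cut are filed as inactive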
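Material – parental CHO cells · Reagent – ATP stimulus · Compound – single nominal dose of 5.6 µM per compound · Detection – Fluo-8 fluorescence · Read-out basis – percent inhibition of calcium signal · Controls – ATP-challenged DMSO wells low, unchallenged DMSO wells high · Repeats – no replicates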
TAAR1 antag – human TAAR1 antagonists, primary screen, Fluo-8 calcium fluorescence, CHO RD-HGA16 cells; inhibition, % at 3 µM; antagonist; Trace amine-associated receptor 1 (Homo sapiens), Q96RJ0; 360,000 compounds, 1.5% hits;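 active = inhibition above a per-plate cutoff, the mean inhibition of test compounds on that plate plus 3 SD, cut at about 49% in these data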;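 note: 0% = DMSO plus EC80 beta-PEA response and 100% = DMSO alone without agonist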
Target sequence (Q96RJ0 whole entry, looked up): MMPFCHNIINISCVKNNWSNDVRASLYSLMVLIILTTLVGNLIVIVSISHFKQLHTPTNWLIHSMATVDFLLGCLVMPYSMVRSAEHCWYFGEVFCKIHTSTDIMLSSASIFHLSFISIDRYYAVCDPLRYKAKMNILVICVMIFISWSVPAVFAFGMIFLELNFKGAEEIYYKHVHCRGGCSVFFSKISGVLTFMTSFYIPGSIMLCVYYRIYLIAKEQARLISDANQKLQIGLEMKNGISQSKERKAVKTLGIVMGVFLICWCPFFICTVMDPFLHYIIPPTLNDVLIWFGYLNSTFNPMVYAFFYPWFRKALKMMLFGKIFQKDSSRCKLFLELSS
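Material: CHO RD-HGA16 cells bearing hTAAR1; compound dosing: one-point dosing, 3 µM nominal final; schedule: dye loading 75 min at 37 °C, then 30 min room temperature; measured by: calcium fluorescence with Fluo-8; control set: vehicle and agonist controls; replication: n of 1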
V1R ag counter – agonists of human V1a receptor, primary screen, counter-screen for OXTR agonist project, fluorescence, CHO-V1R cells; Fluo-8 calcium fluorescence, agonist mode; 0% DMSO, 100% 3 nM vasopressin; activation, % at 3 µM; 320,000 compounds, 0.25% hits;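 active = activation above the mean activation of all tested compounds plus 3 SD, per screening run, cut at about 20% in these data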;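 note: signal is peak over basal fluorescence ratio across a 100 second FLIPR read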
* = called active by the depositor; x = no result given.

Second line of a record – TAAR1 antag, OXTR ag, V1R ag counter, M1 PAM parental, GPR7 antagonist, CHO-K1 Ca antag, CHO parental Ca, OXTR potentiate, M1 ag parental
CCn1cc(C(=O)OCC(=O)N(C)C2CCS(=O)(=O)C2)c(=O)c2ccc(C)nc21 (stereo not drawn)
→ 7, 0.4, 0.5, -4, -14, 9, -13, -10, 0.1
Cc1ccc(C(=O)c2cnc3ccccc3c2-c2ccccc2)cc1
→ 37, -1.8, 0.0, 4, 9, -7, -19, -20, 0.2
C=C(C)Cn1c(SCC#N)nc2ccccc2c1=O
→ 14, -2.8, -1.4, 14, 6, -7, -29, -9, 0.3
COc1ccc(/C=N/NC(=O)c2cc[n+]([O-])cc2)cc1O
→ -7, 1.4, 0.8, 10, -3, -12, -4, -1, 0.9
CN(Cc1cccnc1)Cc1cn[nH]c1-c1ccc(-c2ccccc2)cc1
→ 12, 3.2, 4.5, 7, 0, -2, -12, -6, 2.1
CC(C)CC(=O)Nc1nnc(-c2ccco2)s1
→ -10, -1.7, -0.3, 1, -9, -1, -10, 2, -0.6
COc1ccc(N2CCN(Cc3nc(-c4ccccc4)no3)CC2)cc1
→ -12, -1.1, 0.1, 19, -3, -8, -6, -16, 4.0
Cc1cc(OCC(=O)Nc2ccc3c(c2)OCCO3)cc(C)c1Cl
→ 29, 0.0, 1.5, 12, 18, -2, -5, 0, 0.8
O=C(NCCC1CCCCN1S(=O)(=O)c1ccccc1)C(=O)Nc1ccc(F)cc1F (stereo not drawn)
→ -8, -2.3, -0.2, 2, x, -1, -13, -6, 0.4
Cc1cc(S(=O)(=O)N2CCN=C2c2ccccc2)c(Cl)cc1Cl
→ -3, -0.4, 0.7, 27, -11, -13, -2, -3, 1.3
Cc1ccc(S(=O)(=O)NC(CC(C)C)C(=O)N2CCC(C)CC2)cc1 (stereo not drawn)
→ 4, -3.1, -1.4, 5, -12, -24, -27, 1, 0.7
CC(=O)c1cccc(NC(=O)c2nccnc2C(=O)O)c1
→ 4, -0.4, 0.2, -9, -6, 11, -12, -4, -0.1
COc1ccc(C2=CSC3=C(C(=O)c4cccc(S(=O)(=O)N(C)C)c4)CCN23)cc1
→ 8, 0.2, -0.4, 18, 5, 4, 0, 0, 6.1
CSCCC(NC(=O)COc1ccccc1)C(=O)N1CCOCC1 (stereo not drawn)
→ -12, 1.4, 0.2, 0, x, -15, -8, 8, 0.1
COc1ccc2c(=O)c3c(=O)n(CCc4ccccc4)c(C)nc3oc2c1
→ -14, x, x, 15, x, -4, x, x, 0.8
O=C(Nc1ccc(C(F)(F)F)cc1)C1CCCCN1S(=O)(=O)c1ccccc1 (stereo not drawn)
→ -12, -1.2, 2.2, 8, x, -9, -26, -7, 0.8
CCC1(c2ccccc2)SC(=O)NC1=O (stereo not drawn)
→ -7, x, x, -9, x, -11, x, x, 0.3
COc1cc2c(cc1OC)CN(C(=O)c1ccc3nc[nH]c3c1)CC2
→ -1, -0.3, 0.7, -1, 4, 2, -6, 8, -0.5
CC(C)(C)NC(=O)C(=O)NNC(=O)c1cccc([N+](=O)[O-])c1
→ 18, 0.3, 0.1, 13, -13, -13, -10, 3, 1.0
COC(=O)c1cc(-c2ccc(S(=O)(=O)N3CCCC3)cc2)c(C(F)(F)F)s1
→ -17, -1.0, -2.0, -12, 8, 14, -8, -8, 0.3
C=CCOc1ccccc1CNc1ccc2c(c1)OCCO2
→ x, -0.6, -0.8, 20, -8, -9, -5, -1, 1.6
CCOC(=O)C1CCN(S(=O)(=O)c2ccc(C(=O)OC)cc2)CC1
→ 6, 1.8, 0.5, -13, 9, -4, -5, -7, 0.0
Cc1cc(C)n(CCc2nc(-c3ccc(F)cc3)cs2)n1
→ -1, -2.0, 0.6, 1, -8, 9, -22, 4, 1.1
CCCCN1C(=O)C(CC(=O)NCc2cccs2)CC(C(=O)N2CCCCCC2)=C1C (stereo not drawn)
→ -6, x, x, 17, x, -33, x, x, 0.2
Cc1ccc(S(=O)(=O)N2C(=O)CCC2C(N)=O)cc1 (stereo not drawn)
→ -13, x, x, -6, -18, -9, x, x, 0.0
Cc1ccc(S(=O)(=O)CC(=O)N2CC(C)OC(C)C2)cc1 (stereo not drawn)
→ -15, 0.9, -0.3, 5, 0, 0, 0, -3, 0.2
COc1ccc(S(=O)(=O)N2CCOCC2)cc1NC(=O)CCc1cc(OC)c(OC)c(OC)c1
→ -2, 0.3, 0.5, 14, x, -15, -16, 4, 0.3
C[C@@H]1CCCN1[C@H]1CS(=O)(=O)N[C@@H]1COCc1ccccc1
→ -18, x, x, 5, x, 10, x, x, 0.3
C=CCNc1nc(N)c([N+](=O)[O-])c(Nc2ccccc2OC)n1
→ -22, -1.8, -1.8, 14, -16, -15, -17, 3, 0.2
Cc1ccc(C)c(NC(=O)CSc2nnc([C@@H]3CCCN3C(=O)OC(C)(C)C)o2)c1
→ 21, -0.7, 0.1, 7, -2, 6, -14, -11, 2.4
CN(C)/C=N/c1ncc(C(=O)c2ccc3ccccc3c2)s1
→ 6, 3.0, 2.5, 22, 4, -14, -16, -5, 2.0
Cc1ccc(C)c(OCC(=O)Nc2cccc(C(=O)O)c2)c1C
→ 1, 1.1, 1.1, -2, -9, 9, 0, -1, -0.2
CCN1CCN(c2ccc(S(=O)(=O)N3CCOCC3)cc2NC(=O)c2ccc(Cl)s2)CC1
→ 35, 2.6, 2.2, -14, x, 7, -3, -1, 0.9
O=C(Nc1ccc(Cl)c([N+](=O)[O-])c1)c1cnccn1
→ 7, 3.7, 4.8, 12, -8, -2, 2, -8, 2.4
COc1ccc(-c2cc(C(=O)Nc3cc(C)on3)no2)cc1
→ -1, 1.1, 0.2, x, -4, x, -7, -1, x
CCN1C(=O)/C(=C/C=C2/Sc3ccc4ccccc4c3N2CCO)SC1=S
→ -2, 1.8, 2.4, 6, -9, -9, -2, -3, 0.9
C#CCOCCOCCOCCNc1nc(N2CCN(C(=O)[C@H]([C@@H](C)CC)n3cc([C@@H](N)Cc4ccc(O)cc4)nn3)CC2)nc(N2CCN(C(=O)[C@H](CCCCN)n3cc([C@@H](N)C(C)CC)nn3)CC2)n1 (stereo partly drawn)
→ x, 0.3, 1.2, 7, -4, -6, -2, -5, -0.3
Cc1cc(C)nc(N2CCCC(C(=O)NC3CC3)C2)n1 (stereo not drawn)
→ -5, -1.0, 0.0, 6, -3, -10, -4, -1, -0.1
Cc1cc(C)cc(Nc2cc(=O)n(C3CCCCC3)c(=O)[nH]2)c1
→ 22, 9.1, 11, -6, 1, -5, -17, -14, 1.1
COc1ccc(C(=O)Nc2ccc3oc(Cc4ccc(Cl)cc4)nc3c2)cc1OC
→ 37, 2.6, 3.5, 15, -1, -10, -7, -9, 2.2
Cc1cccc(NC(=O)Oc2ccc(Cl)c3cccnc23)c1
→ 18, x, x, 5, x, -6, x, x, 1.6
COCC(=O)NC(c1ccccc1)c1ccccc1
→ -15, -0.6, -0.3, 15, -11, 0, -6, -10, 0.5
O=C(CSc1nc2ccccc2o1)N1c2ccccc2Sc2ccc(C(F)(F)F)cc21
→ 9, 0.7, 1.7, 30, -4, -12, 1, -6, 0.6
O=S(=O)(/N=C(/Nc1ccccn1)c1ccccc1)c1ccc(F)cc1
→ -13, -0.3, -1.1, 5, -14, -6, -2, -2, -0.1
CC1CCN(S(=O)(=O)c2ccc3c(c2)oc(=O)n3CC(=O)NCc2ccc3c(c2)OCO3)CC1
→ 5, 8.7, 8.7, 16, -9, -2, 22, -11, 2.5
COc1cccc(CNC(=O)C2(C)CCCCN2C)c1 (stereo not drawn)
→ -11, x, x, 18, x, -8, x, x, 0.6
CCOc1ccccc1N1CCN(S(=O)(=O)c2ccc3c4c(cccc24)C(=O)N3)CC1
→ 41, -1.8, -1.2, 5, -14, -3, -16, -6, 0.7
COc1cc(CNC(=O)CCC(=O)N2C[C@H]3C[C@H](C2)c2cccc(=O)n2C3)cc(OC)c1OC
→ 16, 0.1, 1.3, 0, -8, -9, -12, -3, 0.8
C(=C\c1cc(/C=C/c2ccccc2)ncn1)/c1ccccc1
→ 16, -0.3, -0.1, -5, 2, -8, -1, -12, 0.4
Cc1ccc(C)c2c3c([nH]c12)-c1nonc1CC3
→ -10, -2.5, -1.0, 17, 0, -4, -1, -6, 0.1
Cc1ccc(NC(=O)CN(C)C(=O)Cn2nnc(-c3ccccc3C)n2)cc1
→ -8, 3.4, 2.3, -1, x, 6, -16, -9, 0.2
CCC(COC(C)=O)Nc1nc2c([nH]1)c(=O)n(C)c(=O)n2C (stereo not drawn)
→ -4, -0.5, 0.4, 17, -5, -19, -14, 0, 1.2
Cc1ncc(S(=O)(=O)c2ccc(Cl)cc2)c(-c2ccccc2)n1
→ 7, -2.3, -0.5, 7, -7, -3, -27, -8, -0.3
COc1ccc(Nc2nc(NN)nc(Nc3ccc(OC)cc3)n2)cc1
→ 36, -2.3, -1.2, -1, -14, -3, -11, -10, 0.8
O=C(CSc1nnc(-c2ccccc2F)n1CCc1ccccc1)Nc1ccc2[nH]c(=O)[nH]c2c1
→ 2, -0.6, 0.1, 13, -5, -8, -6, 2, 0.2
COCc1nnc(NC(=O)c2ccccc2Oc2ccccc2)s1
→ 0, 0.2, 0.2, -9, -10, 1, -11, -8, -0.1
COCCNC(=O)CCC1CCN(Cc2ccc(-c3ccccc3)cc2)CC1
→ 3, -0.3, 0.6, -6, -6, 12, -5, 2, -0.5
COc1ccccc1CNC(=O)c1[nH]c(C)c(C(C)=O)c1C
→ 4, 0.9, 4.9, -9, 13, 3, -10, -15, 8.2
CCOC(=O)c1c(NC(=O)C(=O)N/N=C/c2ccccc2OC)sc2c1CCCCC2
→ 2, -0.9, -0.6, 6, -4, -2, -17, -5, 1.6
CCCCC1(C)NC(=O)N(CC(=O)N2CCc3ccccc32)C1=O (stereo not drawn)
→ -22, 2.2, -0.7, 7, x, -20, -10, -5, -1.0
Cc1nn(-c2ccccc2Cl)c(Cl)c1/C=C(\C#N)C(N)=O
→ 1, -3.5, -0.8, 24, -6, -12, -8, -5, 0.6
Cc1ccc(CNC(=O)c2ccc(Cn3cc(-c4ccc(C)cc4)nc3-c3ccncc3)cc2)cc1
→ 11, -0.8, 1.3, -20, 6, -2, -13, -1, -0.2
O=C(NC1CCCCCC1)c1cccnc1Sc1ccc(Cl)cc1
→ 0, -2.1, -1.6, 17, -8, 5, -16, -15, 0.5

Bioassay records as filed in PubChem BioAssay.
